SUMO1 PPI mod = modulators of SUMO1 protein-protein interactions, primary screen, biochemical, uHTS; Small ubiquitin-related modifier 1 (Homo sapiens), P63165; SUMO1 binding to a labelled peptide, TR-FRET, 1 h; inhibition, % at 20 µM; 360,000 compounds, 0.33% hits; in the data active means inhibition above about 37%
Target sequence (P63165 whole entry, looked up): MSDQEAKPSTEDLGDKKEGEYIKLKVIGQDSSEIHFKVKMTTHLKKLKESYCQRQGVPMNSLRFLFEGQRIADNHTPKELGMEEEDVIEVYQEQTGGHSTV
CSN inh = inhibitors of CSN-mediated cullin deneddylation, primary screen, biochemical, fluorescence polarization, uHTS | 360,000 compounds, 0.38% hits | AID 651999, 2013 | COP9 signalosome complex subunit 5 (Homo sapiens), Q92905 | inhibition, % at 12.5 µM | Purified CSN, SCF-Nedd8-OG deneddylation;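 active means pattern-corrected inhibition above about 35%, with an unprinted fluorescence ratio check between 0.5 and 1.5, limit read from the data, passing the limit was not always enough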;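 further: 0% = enzyme with substrate and 100% = substrate without enzyme; some results filed as inactive read as strong as hits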
Target sequence (Q92905 whole entry, looked up, one chain of several): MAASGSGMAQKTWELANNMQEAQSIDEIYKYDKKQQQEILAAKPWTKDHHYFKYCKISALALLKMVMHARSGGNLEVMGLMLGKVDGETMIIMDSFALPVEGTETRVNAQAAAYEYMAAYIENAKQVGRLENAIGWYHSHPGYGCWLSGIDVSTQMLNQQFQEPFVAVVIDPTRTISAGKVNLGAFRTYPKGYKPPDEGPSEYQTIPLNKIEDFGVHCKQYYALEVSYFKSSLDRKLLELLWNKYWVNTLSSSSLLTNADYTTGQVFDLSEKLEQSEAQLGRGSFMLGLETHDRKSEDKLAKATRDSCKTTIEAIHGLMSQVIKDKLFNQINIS
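test system = HEK293T-derived human Csn5 enzyme | amount = 0.24 nM Csn5 enzyme, final concentration | medium = Tris/NaCl/DTT buffer, pH 7.5 | schedule = 90 min reaction at room temperature | signal = FP | evaluation = inhibition of Csn5 cleavage, % | compound dosing = single dose of 12.5 µM compound with 0.25% DMSO | probe or stimulus = 10 nM SCFSkp2-Nedd8OG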
STEP inh = STEP phosphatase inhibitors, primary screen, biochemical, fluorescence intensity, uHTS | recombinant STEP, OMFP fluorogenic substrate | inhibition, % at 20 µM | 360,000 compounds, 0.25% hits;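 active means inhibition at 20 µM, scaled per plate between control wells, above about 37%, limit read from the data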;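 further: 0% = DMSO with enzyme and substrate and 100% = substrate only without enzyme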
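Assay system: isolated STEP enzyme / Timing: 20 min at room temperature, dark / Doses: 20 µM, 1% DMSO / Technique: fluorescence intensity, excitation 480 nm, emission 540 nm / Reagent: fluorogenic phosphatase substrate OMFP at 25 µM final / Measure: percent inhibition scaled to no-enzyme and uninhibited-enzyme controls, plate-pattern corrected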
Neddyl block = inhibitors of cullin neddylation, primary screen, biochemical, TR-FRET, uHTS, NAE and Ubc12 | NEDD8-conjugating enzyme Ubc12 (Homo sapiens) + NEDD8-activating enzyme E1 regulatory … | calls only at 25 µM | 360,000 compounds, 0.58% hits | AID 651699, 2012; in the data active means inhibition above about 36%
LMPTP block = LMPTP phosphatase inhibitors, primary screen, biochemical, fluorescence intensity, uHTS | recombinant LMPTP-A, OMFP fluorogenic substrate | inhibition, % at 20 µM | 360,000 compounds, 0.22% hits;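 active means compounds that cut the enzyme signal by at least half of the control window in the single-dose screen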;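 further: plate controls were DMSO wells with enzyme plus substrate for no effect and substrate without enzyme for full effect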
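Test system – LMPTP-A phosphatase enzyme · Quantity – 0.625 nM LMPTP-A final · Reagent – OMFP substrate, 400 µM final · Dosing – one test concentration per compound, 20 µM, with 3% DMSO overall · Timing – 50 min enzyme reaction at room temperature, protected from light · Detection – fluorescence intensity · Controls – substrate-only low control, DMSO enzyme-plus-substrate high control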
Scp-1 inhibitor = Scp-1 phosphatase inhibitors, primary screen, biochemical, colorimetric, uHTS; 340,000 compounds, 0.88% hits; Carboxy-terminal domain RNA polymerase II polypeptide A small phosphatase 1 (Homo …; inhibition, % at 20 µM; AID 493091, 2011; Recombinant Scp1, phosphopeptide, malachite green phosphate absorbance;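 active means inhibition above about 50% at 20 µM, limit read from the data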;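 further: plate controls were DMSO wells with enzyme for no effect and wells lacking enzyme for full effect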
Target sequence (Q9GZU7 76-261 limits assumed): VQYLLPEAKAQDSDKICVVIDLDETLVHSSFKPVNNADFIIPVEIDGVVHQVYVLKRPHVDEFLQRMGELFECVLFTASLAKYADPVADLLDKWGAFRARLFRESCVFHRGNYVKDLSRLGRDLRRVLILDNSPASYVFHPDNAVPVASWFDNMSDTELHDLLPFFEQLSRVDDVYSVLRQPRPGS
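Test system – truncated SCP-1 phosphatase (76-261aa) · Reagent – Phosphorylated 17-residue peptide substrate · Incubation – 45 min room-temperature reaction, 5 min colour, 30 min stabiliser · Detection – colorimetric phosphate reagent with accelerator and stabiliser, absorbance at 630 nm · Measure – % inhibition at 20 µM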
Rin1-Abl PPI inh = inhibitors of Rin1-Abl protein binding, primary screen, biochemical, TR-FRET | 360,000 compounds, 0.4% hits | Tyrosine-protein kinase ABL1 (Homo sapiens) + Ras and Rab interactor 1 (Homo sapiens), … | inhibition, % at 7.35 µM; in the data active means inhibition above about 5%, passing the limit was not always enough
DNMT1 inh = human DNMT1 methyltransferase inhibitors, primary screen, biochemical, molecular beacon, fluorescence, HinP1I cleavage, uHTS. inhibition (reported as % activation of signal), % at 10 µM. 360,000 compounds, 0.83% hits; in the data active means inhibition above about 50%
NadD inh = inhibitors of S. aureus NadD, primary screen, biochemical, colorimetric, uHTS | Nicotinate-nucleotide adenylyltransferase NadD (Staphylococcus aureus N315) | purified NadD enzyme, colorimetric absorbance read-out | inhibition, % at 20 µM | 360,000 compounds, 0.78% hits; in the data active means inhibition above about 26%; further: some compounds past the cut are filed as inactive
Rpn11 block = Rpn11 (PSMD14) deubiquitinase inhibitors, primary screen, biochemical, fluorescence polarization, uHTS | 26S proteasome non-ATPase regulatory subunit 14 (Homo sapiens), O00487 | AID 588493, 2011 | human 26S proteasome, Ub4-pepOG fluorescence polarization; 20S core pre-blocked with epoxomicin | 360,000 compounds, 0.59% hits | calls only at 20 µM;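 active means inhibition at 20 µM, scaled to each plate's controls, above about 33%, limit read from the data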
Target sequence (O00487 whole entry, looked up): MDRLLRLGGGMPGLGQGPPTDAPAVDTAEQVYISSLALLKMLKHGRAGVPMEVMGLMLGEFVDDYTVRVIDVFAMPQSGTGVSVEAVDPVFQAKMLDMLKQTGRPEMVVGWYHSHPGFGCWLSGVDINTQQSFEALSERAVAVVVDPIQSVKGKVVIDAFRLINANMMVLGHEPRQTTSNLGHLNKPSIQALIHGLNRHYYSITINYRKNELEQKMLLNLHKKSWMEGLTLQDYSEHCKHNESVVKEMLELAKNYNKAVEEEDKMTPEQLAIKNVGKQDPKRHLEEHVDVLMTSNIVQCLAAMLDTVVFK
* = called active by the depositor; i = inactive; / = no result given.

| SUMO1 PPI mod | CSN inh | STEP inh | Neddyl block | LMPTP block | Scp-1 inhibitor | Rin1-Abl PPI inh | DNMT1 inh | NadD inh | Rpn11 block | Compound |
| --- | --- | --- | --- | --- | --- | --- | --- | --- | --- | --- |
| -30 | -2 | 1 | i | -7.5 | -8 | -2 | -2 | 4 | i | CN(CCOc1ccccc1)C(=O)c1ccc(F)c(S(=O)(=O)N2CCOCC2)c1 |
| -2 | 2 | 3 | i | 0.2 | -11 | -1 | 0 | -3 | i | CCN(Cc1nc(-c2ccccc2)no1)C(=O)c1ccco1 |
| -1 | 3 | / | i | -0.8 | / | / | / | / | / | COC(=O)[C@]12CCCCC=C1N(CCc1ccc(OC)c(OC)c1)C(=O)[C@H](CC(=O)NCCCN1CCCC1=O)C2 |
| -7 | 2 | 2 | i | -3.3 | -7 | 2 | -2 | 7 | i | CC(C)OCCCN1CN(S(=O)(=O)c2ccccc2)c2nc3ccccc3nc21 |
| 3 | 46* | -2 | i | 26 | 33 | -10 | 25 | 18 | / | CC(=O)c1sc2nc(CSc3nnnn3-c3ccccc3)[nH]c(=O)c2c1C |
| -3 | -4 | -2 | i | -2.3 | 4 | 0 | 2 | -7 | i | N#Cc1ccc(S(=O)(=O)NC[C@H]2O[C@@H](n3cnc4c(N)ncnc43)[C@H](O)[C@@H]2O)cc1 |
| -8 | -4 | -1 | i | 0.3 | 3 | 0 | -5 | 8 | i | CC(C)CN1C=C2C(=O)C(C)(OC(=O)CCc3ccccc3)C(=O)C=C2C=C1c1ccc(C#N)cc1 (stereo not drawn) |
| 1 | 4 | -2 | i | 0.1 | -5 | 0 | -3 | 1 | i | CSc1ccc(Cl)c(C(=O)NCCOc2ccccc2)c1 |
| 1 | -1 | -1 | i | -0.3 | -2 | 1 | 0 | 1 | i | FC(F)(F)c1nnc2ccc(N3CCOCC3)nn12 |
| -6 | 3 | 0 | i | 0.9 | 18 | -3 | 10 | 0 | i | Cc1cc(C(=O)N/N=C/c2ccc([N+](=O)[O-])o2)c(C)o1 |
| -2 | 1 | -1 | i | 0.5 | 0 | 1 | 0 | -19 | i | Cc1ccccc1C(=O)N(CC(=O)Nc1sc(C)c(C)c1C(N)=O)C1CCCC1 |
| -1 | -1 | 1 | i | 2.8 | 1 | -1 | -12 | -6 | i | CCOC(=O)c1ccc(NC(=O)COC(=O)Cc2csc(-c3ccccc3)n2)cc1 |
| -6 | 3 | 0 | i | 0.1 | -13 | 1 | -2 | -3 | i | Cc1cc(O)c(/C=N/Nc2ccccc2)c(=O)o1 |
| 0 | 0 | 3 | i | 3.4 | -24 | 2 | 1 | -5 | i | O=C1OC(Oc2ccc(Br)cc2)(c2ccccc2)c2ccccc21 (stereo not drawn) |
| -1 | -1 | -1 | i | -1.1 | -1 | 0 | -1 | 0 | i | O=C(COC(=O)CNC(=O)c1ccc(Cl)cc1Cl)NC1CC1 |
| 2 | 1 | 2 | i | -1.1 | -5 | 6 | 3 | -9 | i | COc1ccc(CCNC(=O)CN2C(=O)CSc3ccc(S(=O)(=O)N4CCOCC4)cc32)cc1OC |
| 0 | -1 | -1 | i | -0.1 | / | 1 | 4 | -6 | i | Cc1cccc(NC(=O)c2cc(S(=O)(=O)N3CCCCC3)c[nH]2)c1 |
| -66 | 0 | -2 | i | -9.1 | -9 | 2 | -14 | -2 | i | CCOc1ccc(NS(=O)(=O)c2ccc(C(=O)NCC(c3ccccc3OC)N3CCCC3)cc2)cc1 (stereo not drawn) |
| -3 | 0 | -1 | i | -0.8 | -5 | 0 | 3 | 10 | i | CCOc1ccc(N2CC(=O)N(c3ccc(OCC)cc3)CC2=O)cc1 |
| 1 | 0 | -7 | i | -0.8 | -3 | 3 | -2 | -1 | i | CCN(CC)C(=O)C(=O)c1cn(CC(=O)N2CCc3ccccc3C2)c2ccccc12 |
| 1 | -7 | -1 | i | -3.2 | 19 | 4 | 2 | 0 | i | CC1Cc2cc(S(=O)(=O)N3CCN(C)CC3)ccc2N1C(=O)C1CC1 (stereo not drawn) |
| 1 | -10 | -1 | i | -0.2 | -5 | -1 | -1 | 4 | i | Cc1cccc(OCc2ccc(C(=O)Nc3ccc(F)cc3)cc2)c1 |
| 3 | 0 | 1 | i | 0.0 | 7 | 2 | 0 | 0 | i | NC(=O)C1(N2CCCCC2)CCN(S(=O)(=O)c2ccc(Cl)s2)CC1 |
| 1 | 2 | -4 | i | -0.2 | -8 | -2 | -1 | 1 | i | CC(Oc1ccc(Cl)cc1)C(=O)Nc1ncccn1 (stereo not drawn) |

Whole records, quoted from the list. Order of values: SUMO1 PPI mod	CSN inh	STEP inh	Neddyl block	LMPTP block	Scp-1 inhibitor	Rin1-Abl PPI inh	DNMT1 inh	NadD inh	Rpn11 block
`CCN(CC)C(=O)C(=O)c1cn(CC(=O)N2CCc3ccccc3C2)c2ccccc12` is entered as 1	0	-7	i	-0.8	-3	3	-2	-1	i
`Cc1cccc(NC(=O)c2cc(S(=O)(=O)N3CCCCC3)c[nH]2)c1` is entered as 0	-1	-1	i	-0.1	/	1	4	-6	i

(continued)
| SUMO1 PPI mod | CSN inh | STEP inh | Neddyl block | LMPTP block | Scp-1 inhibitor | Rin1-Abl PPI inh | DNMT1 inh | NadD inh | Rpn11 block | Compound |
| --- | --- | --- | --- | --- | --- | --- | --- | --- | --- | --- |
| -4 | 2 | -8 | i | -0.7 | -3 | -1 | 1 | 3 | i | CC(=O)Nc1ccc(S(=O)(=O)N2CCC(NC(C)=O)(c3cccc(F)c3)CC2)cc1 |
| 6 | 2 | 3 | i | -0.8 | -17 | -2 | 0 | 2 | i | COc1ccc(NC(=O)c2ccc3c(=O)n(-c4ccc(OC)cc4OC)c(=S)[nH]c3c2)c(OC)c1 |
| -2 | -1 | -1 | i | 10.0 | 1 | -3 | -2 | -10 | i | COc1cc(Cl)c(C)cc1NC(=O)Cn1c(NCCO)nc2ccccc21 |
| 13 | -8 | -1 | i | -0.8 | -2 | 2 | 0 | 2 | i | Oc1ccc(-c2n[nH]c(=S)n2-c2ccc3c(c2)OCCO3)c(O)c1 |
| 4 | -3 | -2 | i | 3.8 | 0 | 1 | 2 | -6 | i | N#CC1=C(N)OC2=C(C(=O)CCC2)C1c1cc2c(cc1Cl)OCO2 (stereo not drawn) |
| 3 | -5 | 0 | i | -0.7 | -7 | 6 | 0 | 1 | i | CN(C(=O)COc1ncnc2sccc12)c1ccccc1 |
| -2 | 4 | -1 | i | 3.9 | 5 | 0 | 3 | 0 | i | CCOc1ccc(OCCC(=O)N(CC)CC(=O)NCc2ccc(Cl)cc2)cc1 |
| -7 | 8 | 2 | i | 2.3 | / | 3 | 10 | -4 | i | Cc1ccc(C(=O)C=Cc2ccc3c(c2)OCO3)c(C)c1 |
| 3 | 2 | -2 | i | 0.2 | -3 | 1 | 0 | -7 | i | Cc1cc(NC(=O)NCc2ccccc2)c(=O)n(Cc2ccc(F)cc2)c1 |
| -1 | -1 | -3 | i | -0.9 | 11 | 5 | 0 | 1 | i | COc1ccc(-n2c(Cc3cccn3C)nnc2SCC(=O)Nc2ccccc2OC)cc1 |
| 63* | 8 | 6 | i | 31 | 65* | 1 | 24 | 29 | i | Cn1c(SCC(=O)Nc2ccc3nc(SCC(=O)N4CCCC4)sc3c2)nnc1-c1ccc(N)cc1 |
| -15 | 0 | -3 | i | -0.4 | 3 | 1 | -7 | 7 | i | Cc1ccc(C)c2[nH]c(=O)c(C(c3nnnn3CCc3ccccc3)N3CCOCC3)cc12 (stereo not drawn) |
| 0 | 1 | -4 | i | -0.1 | -4 | -2 | 1 | -5 | i | CCOC(=O)CN(Cc1sccc1C)C(=O)Nc1ccc(OC)cc1OC |
| 1 | 0 | -3 | i | -0.7 | -6 | -2 | -1 | 8 | i | O=C(CCCn1c(SCC(=O)c2ccccc2)nc2ccccc2c1=O)NCC1CCCO1 (stereo not drawn) |
| 0 | -19 | 0 | i | 0.6 | -5 | 2 | 1 | -4 | i | COc1ccc(CCN(C)C(=O)c2ccc(S(=O)(=O)NCc3ccco3)cc2)cc1OC |
| -23 | -1 | 3 | i | 0.0 | 10 | -3 | 3 | -2 | i | Cc1cc(C)nc(NC(=O)/C=C/c2cccs2)c1 |

Structures above that have a Cl atom, in the order listed:
| SUMO1 PPI mod | CSN inh | STEP inh | Neddyl block | LMPTP block | Scp-1 inhibitor | Rin1-Abl PPI inh | DNMT1 inh | NadD inh | Rpn11 block | Compound |
| --- | --- | --- | --- | --- | --- | --- | --- | --- | --- | --- |
| 1 | 4 | -2 | i | 0.1 | -5 | 0 | -3 | 1 | i | CSc1ccc(Cl)c(C(=O)NCCOc2ccccc2)c1 |
| -1 | -1 | -1 | i | -1.1 | -1 | 0 | -1 | 0 | i | O=C(COC(=O)CNC(=O)c1ccc(Cl)cc1Cl)NC1CC1 |
| 3 | 0 | 1 | i | 0.0 | 7 | 2 | 0 | 0 | i | NC(=O)C1(N2CCCCC2)CCN(S(=O)(=O)c2ccc(Cl)s2)CC1 |
| 1 | 2 | -4 | i | -0.2 | -8 | -2 | -1 | 1 | i | CC(Oc1ccc(Cl)cc1)C(=O)Nc1ncccn1 (stereo not drawn) |
| -2 | -1 | -1 | i | 10.0 | 1 | -3 | -2 | -10 | i | COc1cc(Cl)c(C)cc1NC(=O)Cn1c(NCCO)nc2ccccc21 |
| 4 | -3 | -2 | i | 3.8 | 0 | 1 | 2 | -6 | i | N#CC1=C(N)OC2=C(C(=O)CCC2)C1c1cc2c(cc1Cl)OCO2 (stereo not drawn) |
| -2 | 4 | -1 | i | 3.9 | 5 | 0 | 3 | 0 | i | CCOc1ccc(OCCC(=O)N(CC)CC(=O)NCc2ccc(Cl)cc2)cc1 |

From PubChem
